12-LOX inh = inhibitors of human 12S-lipoxygenase ALOX12; AID 1671190; P18054; purified 12hLO, xylenol orange hydroperoxide absorbance; Potency, µM (highest dose often 108 µM), for the others: at the highest dose activity change, negative = inhibition, most hits filed as inhibitors; 580,000 compounds, 1.1% hits; active = well fitted inhibition curve with a large enough effect; inconclusive = small, poorly fitted or top-dose-only effect, or another doubt; inactive = no such curve, though single readings can be large or run the other way; also: potency is read from the fitted curve at half-maximal effect
Target sequence (P18054 whole entry, looked up): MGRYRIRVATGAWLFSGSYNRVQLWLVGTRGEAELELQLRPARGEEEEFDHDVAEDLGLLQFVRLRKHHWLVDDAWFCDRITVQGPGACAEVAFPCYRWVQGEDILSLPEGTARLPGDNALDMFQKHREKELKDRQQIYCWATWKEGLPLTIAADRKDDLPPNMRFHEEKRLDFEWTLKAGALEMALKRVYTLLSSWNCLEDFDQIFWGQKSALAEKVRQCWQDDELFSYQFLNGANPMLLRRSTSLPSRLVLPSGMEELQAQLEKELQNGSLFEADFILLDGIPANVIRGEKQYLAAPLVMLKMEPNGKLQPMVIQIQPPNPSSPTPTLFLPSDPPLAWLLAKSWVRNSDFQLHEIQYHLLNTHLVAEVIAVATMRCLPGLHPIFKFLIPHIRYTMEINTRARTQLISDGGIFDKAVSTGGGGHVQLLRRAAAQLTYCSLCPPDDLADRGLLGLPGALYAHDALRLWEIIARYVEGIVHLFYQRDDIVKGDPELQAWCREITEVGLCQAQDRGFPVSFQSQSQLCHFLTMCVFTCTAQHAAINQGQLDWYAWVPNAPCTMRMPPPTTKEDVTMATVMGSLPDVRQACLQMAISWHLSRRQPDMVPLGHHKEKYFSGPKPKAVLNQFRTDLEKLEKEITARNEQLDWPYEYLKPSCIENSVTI
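Purified human 12hLO at 150 nM in 25 mM Hepes, 0.01% Triton X-100, pH 7.0, preincubated 15 min at room temperature with compound. Reaction started with 40 uM arachidonic acid, 30 min at room temperature. Hydroperoxide measured by Fe-xylenol orange, 573/405 nm absorbance ratio.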
LDHA block = blocks human lactate dehydrogenase A; activity change, % (values are at about 110 or 230 µM); purified LDHA, NADH/diaphorase-resazurin fluorescence; stronger effect = lower value; P00338; 480,000 compounds, 0.15% hits; in the data active = activity change below about -30%; inconclusive = mostly about -25% to -30%;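 also: plate controls were DMSO wells for no effect and wells without enzyme for full effect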
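Enzyme activity of human lactate dehydrogenase 5 (2 nM; 0.06 mM NADH, 0.2 mM pyruvate, 5 min, RT) is measured via a resazurin/diaphorase fluorescence readout of residual NADH.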
Active calls of the source: *; ? = inconclusive; [ ] = dose if it differs, or a comment. Unless noted, % is scaled to controls: 0 for no effect and ±100 for the full control effect. An excerpt; rates above refer to the full screens.

1. Cc1nc(-c2ccc(S(=O)(=O)Nc3ccccc3)cc2)co1
2. CCOc1ccc(NC(=O)c2cc3cc(OCC)ccc3n2C)cc1
3. N#Cc1nc(C2CC2)oc1N1CCN(CC(=O)NC(=O)NC2CCCC2)CC1
4. CC(C)NC(=O)NC(=O)CSC1=Nc2ccccc2CS1
5. Cc1c(Br)cccc1NC(=O)C1(C)CCN1C(C)C (stereo unspecified)
6. CC(=O)c1c(C)cc(C)c(COC(=O)c2ccccn2)c1C
7. CCn1nc(-c2ccc(C)c(S(=O)(=O)N3CCCC3)c2)c2c(c1=O)CCCC2
8. COC(=O)CCn1c(SC(C)C(=O)c2ccc(F)c(F)c2)nc2ccccc2c1=O (stereo unspecified)
Compound | 1 | 2 | 3 | 4 | 5 | 6 | 7 | 8
12-LOX inh | -6% | 57%[activator] | -48% | ? | 17% | ? | 17% | 5%
LDHA block | 3 | 15 | 1 | -7 | -1 | 3 | -2 | 4

9. O=C(Nc1ccc2c(c1)OCO2)c1cc(C2CCCCN2C(=O)c2ccc3c(c2)CCO3)on1 (stereo unspecified)
10. CCCCn1nc(C(=O)NCCN2CCOCC2)c2ccccc2c1=O
11. CCOC(=O)C(NC=O)C(OC(=O)CC1c2ccccc2-c2ccccc21)c1ccccc1 (stereo unspecified)
12. CCOC(=O)C(C)N1C(=O)S/C(=C/c2cn(CC(=O)OC)c3ccccc23)C1=O (stereo unspecified)
13. COc1ccc(/C=C(/C(=O)c2ccccc2)c2nc3ccccc3s2)cc1
14. COc1ccc2cc(CNC(=O)Cc3n[nH]c(=O)c4ccccc34)ccc2c1
15. CCn1c(SC(C)C(=O)Nc2cccc(F)c2)nc2ccccc2c1=O (stereo unspecified)
16. Cc1ccc(Cn2c(N3CCOCC3)nc3c2c(=O)[nH]c(=O)n3C)cc1
Compound | 9 | 10 | 11 | 12 | 13 | 14 | 15 | 16
12-LOX inh | -14% | ? | -16% | ? | 3% | -13% | 0% | 13%
LDHA block | 1 | -2 | 9 | 1 | 12 | 2 | 3 | 2

17. CCc1nc2ccc(C(=O)Nc3cc(-c4ccccc4)ccc3OC)cn2c1N(C=O)CCC(C)C
18. CC(C)Nc1nnc(SCc2nc(-c3ccc(F)cc3)no2)s1
19. Cc1ccnc(NC(=O)c2nc(-c3ccccc3)oc2C)c1
20. CCCS(=O)(=O)NC(=O)C1(C)CCN(C(=O)c2ccccc2OC(F)(F)F)C1 (stereo unspecified)
21. CCOC(=O)c1cnc2nc(-c3ccncc3)nn2c1C
22. CC(C)c1ccc(CNCCCn2ccnc2)cc1
23. Cc1nn2c(=O)cc(CSc3nnc(-c4cccc(Cl)c4)o3)nc2s1
24. Cc1noc(-c2cc(Br)cc(Br)c2O)n1
Compound | 17 | 18 | 19 | 20 | 21 | 22 | 23 | 24
12-LOX inh | -7% | -35% | 2% | -8% | 7% | ? | 7% | -3%
LDHA block | -4 | 16 | 14 | -8 | -6 | 11 | 3 | 8

25. Cc1csc(-c2cc(C(=O)NCc3cc(C(F)(F)F)cc(C(F)(F)F)c3)n[nH]2)c1
26. Cc1ccc(S(=O)(=O)N2CCN(Cc3coc(-c4cccs4)n3)CC2)cc1
27. COC(=O)C1(C(=O)OC)c2ccccc2CN(S(=O)(=O)c2ccc(C)cc2)C1CC(C)=O (stereo unspecified)
28. COc1cccc(C2CC(=O)Nc3nc(N)sc32)c1OCC(C)C (stereo unspecified)
29. COc1ccc(CCNC(=O)Cn2nc(-c3cccs3)c3ccccc3c2=O)cc1
30. CSc1ccc(Cn2c(C)c(C(=O)NCc3ccc(C(C)C)cc3)sc2=O)cc1
31. O=C(Nc1ccc2c(c1)OCCO2)C1c2ccccc2OCC(=O)N1Cc1ccc2c(c1)OCO2 (stereo unspecified)
32. O=C(NCc1ccccc1)c1ccccc1CSc1nc2ccccc2o1
Compound | 25 | 26 | 27 | 28 | 29 | 30 | 31 | 32
12-LOX inh | 2% | -20% | -8% | ? | ? | -6% | -21% | ?
LDHA block | -4 | -2 | -1 | 96 | 3 | 0 | -3 | -3

33. O=C1CSc2ccc(S(=O)(=O)N3CCOCC3)cc2N1
34. Cc1c(-c2ccc(Cl)cc2)c(=O)oc2ccc(OS(C)(=O)=O)cc12
35. C=CCNC(=S)NNC(=O)c1ccc(C)cc1
36. CCOC(=O)[C@]12CCC=C1N(Cc1ccc3c(c1)OCO3)C(=O)[C@H](CC(=O)N1CCCC1)C2
37. Cc1cccc(C(=O)Nc2ccc(NC(=S)NC(=O)c3cccc(Cl)c3)cc2)c1
38. COC(=O)CN(Cc1cccs1)CC1CCCO1 (stereo unspecified)
39. CSc1ccc(/C=C/C(=O)NCc2ccc(F)cc2)cc1
40. CC(C)NC(=O)CNC(=O)CCc1ncc(-c2ccccc2)o1
Compound | 33 | 34 | 35 | 36 | 37 | 38 | 39 | 40
12-LOX inh | 66%[activator] | -11% | 18% | -3% | 18µM* | -5% | 51%[activator] | 7%
LDHA block | -15 | -24 | -6 | -7 | -3 | -7 | 6 | -1

Arranged by formula weight (rising): 13 of the compounds above.
38. COC(=O)CN(Cc1cccs1)CC1CCCO1 (stereo unspecified)
6. CC(=O)c1c(C)cc(C)c(COC(=O)c2ccccn2)c1C
33. O=C1CSc2ccc(S(=O)(=O)N3CCOCC3)cc2N1
40. CC(C)NC(=O)CNC(=O)CCc1ncc(-c2ccccc2)o1
24. Cc1noc(-c2cc(Br)cc(Br)c2O)n1
2. CCOc1ccc(NC(=O)c2cc3cc(OCC)ccc3n2C)cc1
28. COc1cccc(C2CC(=O)Nc3nc(N)sc32)c1OCC(C)C (stereo unspecified)
18. CC(C)Nc1nnc(SCc2nc(-c3ccc(F)cc3)no2)s1
15. CCn1c(SC(C)C(=O)Nc2cccc(F)c2)nc2ccccc2c1=O (stereo unspecified)
12. CCOC(=O)C(C)N1C(=O)S/C(=C/c2cn(CC(=O)OC)c3ccccc23)C1=O (stereo unspecified)
Compound | 38 | 6 | 33 | 40 | 24 | 2 | 28 | 18 | 15 | 12
12-LOX inh | -5% | ? | 66%[activator] | 7% | -3% | 57%[activator] | ? | -35% | 0% | ?
LDHA block | -7 | 3 | -15 | -1 | 8 | 15 | 96 | 16 | 3 | 1

8. COC(=O)CCn1c(SC(C)C(=O)c2ccc(F)c(F)c2)nc2ccccc2c1=O (stereo unspecified)
25. Cc1csc(-c2cc(C(=O)NCc3cc(C(F)(F)F)cc(C(F)(F)F)c3)n[nH]2)c1
9. O=C(Nc1ccc2c(c1)OCO2)c1cc(C2CCCCN2C(=O)c2ccc3c(c2)CCO3)on1 (stereo unspecified)
Compound | 8 | 25 | 9
12-LOX inh | 5% | 2% | -14%
LDHA block | 4 | -4 | 1

The listing continues:
41. CC(N(C)CC(=O)NC(C)(C#N)C1CC1)C(C)(C)C (stereo unspecified)
42. O=C(NCCc1c[nH]c2ccccc12)c1ccccc1OC(F)F
43. CCc1c(C(=O)Nc2scc(-c3cc(C)ccc3C)c2C#N)csc1C
44. Cc1noc(C)c1COc1ccc(CC(=O)Nc2nccs2)cc1
45. CCCCNC(=O)C1(C)CCCCN1C(=O)c1cc(OC)ccc1Br (stereo unspecified)
46. CCOc1ccc(CCN2C(=O)C(=O)N([C@@H](Cc3ccccc3)CN3CCC[C@H]3CN3C(=O)C(=O)NC[C@@H]3Cc3ccc(O)cc3)C[C@@H]2Cc2ccc(O)cc2)cc1
47. COc1ccc(-c2noc(CN3CCCC(C(=O)Nc4ccccc4)C3)n2)cc1OC (stereo unspecified)
48. Cc1cc2ccccc2n1CC(=O)NCC(=O)N1CCCC1
Compound | 41 | 42 | 43 | 44 | 45 | 46 | 47 | 48
12-LOX inh | 16% | -2% | -8% | -5% | -1% | ? | -27% | ?
LDHA block | 2 | -1 | 12 | -1 | -1 | -8 | -9 | 0

49. Cn1c(=O)c2c(nc(NCCc3ccccc3)n2Cc2ccccc2Cl)n(C)c1=O
50. O=C(CN1CCN(Cc2ccccn2)CC1)Nc1cccc2nsnc12
51. Cc1nc2cc(F)ccc2cc1C(=O)N1CCN(c2ccccc2F)CC1
52. CCc1c(C)sc(NC(=O)c2c(F)cccc2F)c1C#N
53. CCNc1nc(C(F)(F)F)c(C(=O)OCC)s1
54. CC1=CC(C)C2(COC(CC(C)C)OC2)C(C)C1 (stereo unspecified)
55. CC1(C)Cc2c(C#N)c(OCC(=O)Nc3ccccc3)nc(N3CCOCC3)c2CO1
56. COCC(=O)N[C@H]1CC[C@@H](CC(=O)NCc2ccccc2OC)O[C@@H]1CO
Compound | 49 | 50 | 51 | 52 | 53 | 54 | 55 | 56
12-LOX inh | -2% | 5% | -3% | -7% | 40%[activator] | 2% | ? | -6%
LDHA block | -2 | -2 | 1 | 14 | 5 | 0 | -4 | 2

57. Cc1c(Cl)cccc1N=Cc1ccc(N(C)C)cc1
58. O=C(c1ccccc1-c1ncc(-c2ccccc2)o1)N1CCN(C(=O)C2CC2)CC1
59. CCc1nn2c(=O)cc(COC(=O)c3ccccc3NC(=O)c3ccccc3F)nc2s1
60. CCCCNC(=O)C[C@@H]1C[C@@]2(C(=O)OC)CCCCC=C2N(Cc2cccc3ccccc23)C1=O
61. COc1ccccc1-c1cc(NC=O)c2ncc(-c3ccc(S(C)(=O)=O)cc3)n2c1
62. CCCCN(C)C(=O)C1CCC(Cn2c(=O)c3sccc3n(Cc3ccccc3)c2=O)CC1 (stereo unspecified)
63. CCOC(=O)N1CCN(C(=O)Cn2nc(-c3ccc(F)cc3)ccc2=O)CC1
64. CC(NC(=O)c1nccnc1N)c1cccc(Cl)c1 (stereo unspecified)
Compound | 57 | 58 | 59 | 60 | 61 | 62 | 63 | 64
12-LOX inh | 3% | 4% | ? | -1% | 2% | -3% | 27% | 3%
LDHA block | 2 | 1 | 0 | -2 | 2 | 6 | 3 | 9

65. CCc1cc(=O)oc2cc(OCC(=O)NCc3ccncc3)c(Cl)cc12
66. CN1CCN(c2ccc(NC(=O)c3cccc(S(=O)(=O)NCc4ccco4)c3)cc2)CC1
67. C=CC[C@H]1Cc2ccccc2[C@H](CC=C)N1
68. N#Cc1ccc(NCCc2coc(-c3ccccc3)n2)nc1
69. O=C(NCC(O)c1ccccc1)c1ccc(CNS(=O)(=O)c2ccc(F)cc2)cc1 (stereo unspecified)
70. Cn1c(=O)c2cc(C(=O)Nc3nc(-c4ccc(C(C)(C)C)cc4)cs3)cnc2n(C)c1=O
71. COC(=O)c1cc(OC(=O)c2cccc3ccccc23)cc(C(=O)OC)c1
72. CC(C)(CC(=O)O)CC(=O)NC(c1ccccc1)c1ccco1 (stereo unspecified)
Compound | 65 | 66 | 67 | 68 | 69 | 70 | 71 | 72
12-LOX inh | 17% | 18% | ? | -6% | ? | ? | ? | -31%
LDHA block | -1 | 15 | 1 | 0 | 11 | -6 | 0 | 1

73. O=c1oc2ccccc2c(NC2CCCCC2)c1NS(=O)(=O)c1ccccc1
74. CC(C)=CC(=O)Nc1ccc(F)c(Cl)c1
75. Cc1ccc(SCc2nc3c(c(=O)[nH]c(=O)n3C)n2C)cc1
76. COCc1ccc(C(=O)Nc2cccc(C)c2C)cc1
77. COc1ccc(-n2[nH]c(-c3ccccc3)cc2=O)cc1
78. CC(C)C(=O)Nc1ccc(-c2nc3cc(C(C)C)ccc3o2)cc1
79. COc1ccccc1N1CCN(C2C(=O)Nc3ccccc3-n3nnnc32)CC1 (stereo unspecified)
80. CCCn1nc(C(=O)N(C)Cc2ccc(OC)cc2OC)c2ccccc2c1=O
Compound | 73 | 74 | 75 | 76 | 77 | 78 | 79 | 80
12-LOX inh | ? | ? | 2% | ? | -14% | ? | ? | -1%
LDHA block | -1 | 5 | 2 | 1 | 0 | -1 | 4 | -5

81. O=C(CCc1ncc(-c2ccc(F)cc2)o1)NCc1ccccc1Cl
82. CCNC(=O)NC(=O)C(c1ccccc1)N(C)Cc1ccc2ccccc2c1 (stereo unspecified)
83. COc1ccc2oc(=O)c(S(=O)(=O)N3CCCCC3)cc2c1
84. CCn1cc(S(=O)(=O)Nc2cc(Cl)cc(Cl)c2)cn1
85. O=C(NC(C1CC1)C1CC1)c1ccncc1
86. O=c1[nH]c(=O)n(Cc2ccccc2)c2nc(-c3ccc(F)cc3)n(CC3CCCO3)c12 (stereo unspecified)
87. Cc1ccsc1C(=O)NCc1ccncc1
88. C=Cc1ccc(COc2ccc3c(=O)c(Oc4ccccc4OC)coc3c2)cc1
89. COc1nnc(-c2ccc(N3CCOCC3)c(NC(=O)COc3cccc(C)c3)c2)c2ccccc12
90. CCOC(=O)c1c(C)sc2c1OC(N)=C(C#N)C21C(=O)N(Cc2ccccc2F)c2ccccc21 (stereo unspecified)
Compound | 81 | 82 | 83 | 84 | 85 | 86 | 87 | 88 | 89 | 90
12-LOX inh | -16% | -4% | 9% | -8% | 15% | 15% | -2% | 17% | 5% | ?
LDHA block | 4 | 5 | 11 | 0 | 2 | 6 | 3 | 2 | 4 | -1
